# Screening results (PubChem)
# Growth percent in the NCI-60 one-dose screen (48 h, 10 µM unless noted): 100 = growth as untreated, 0 = no growth, -100 = all killed.
# HL-60(TB) – HL-60(TB) leukemia cells; hit rate 9% among 78,000; AID 1794776; active = growth percent below 10
# Starred values were filed as active, the others as inactive; & = joins results of further samples; ! = not confirmed by another sample. Some of the compounds tested; count on the stated rates, not on these rows.
canonical_smiles,HL-60(TB)
COC(=O)c1ccc2c(C(=Nc3ccc(N(C)C(=O)CN4CCN(C)CC4)cc3)c3ccccc3)c(O)[nH]c2c1,71
CC[C@@H]1C(=O)N(C)c2cnc(Nc3ccc(C(=O)NC4CCC(N5CCN(CC6CC6)CC5)CC4)cc3OC)nc2N1C(C)C (some centres not stated),-48*
[2H]C1([2H])N(C(=O)c2cc(Cc3n[nH]c(=O)c4ccccc34)ccc2F)C([2H])([2H])C([2H])([2H])N(C(=O)C2CC2)C1([2H])[2H],80
C(=C\c1cn(-c2ccccc2)nc1-c1ccccc1)/c1nnc(-c2ccncc2)o1,93
CCN1CCN(Cc2ccc(-c3cc4c(N[C@H](C)c5ccccc5)ncnc4[nH]3)cc2)CC1,15
COc1cc2ncnc(Oc3cccc(NC(=O)Nc4cc(C(C)(C)C(F)(F)F)on4)c3)c2cc1OC,12
O=C(c1cccs1)C1C(c2cccs2)CC(O)(c2cccs2)C(C(=O)c2cccs2)C1c1cccs1 (configuration not stated),97
COc1ccc(/C=C/C(C)=N/OCC(=O)Nc2ccc(OC)cc2)cc1,92
CCOC(=O)NNc1nncc2ccccc12,103
COc1ccc2c(c1)c(-c1nnc(-c3cn(C)c4ncccc34)s1)cn2C,60
COc1ccc(-n2[nH]c3c(cnc4ccccc43)c2=O)cc1,97
Cc1cccc(NC(=O)Nc2ccc3nc(NS(=O)(=O)c4ccc5ccccc5c4)sc3c2)c1,94
CCCCCC(=O)O[C@]1(C(C)=O)CCC2C3CCC4=CC(=O)CC[C@]4(C)C3CC[C@@]21C (some centres not stated),-43*
Cn1cc(C(=O)c2nc(-c3cn(C)c4ccc(Br)cc34)no2)c2cc(F)ccc21,92
CC1CCOC2Cn3cc(C(=O)NCc4ccc(F)cc4F)c(=O)c(O)c3C(=O)N12 (configuration not stated),99
Cn1cc(-c2nnc(-c3ccccc3)s2)c2cccnc21,99
[2H]C1([2H])[C@H](C)O[C@H](C)C([2H])([2H])N1c1ccc(NC(=O)c2cccc(-c3ccc(OC(F)(F)F)cc3)c2C)cn1,56
O=C(Nc1ccc(C(=O)O)c(O)c1)c1ccccc1,105&99
CN1CCN(C2CCN(C(=O)Nc3cc(Oc4ccc(NC(=O)C5(C(=O)Nc6ccc(F)cc6)CC5)c(F)c4)ccn3)CC2)CC1,-45*!
NC1(c2ccc(-c3nc4ccn5c(=O)[nH]nc5c4cc3-c3ccccc3)cc2)CCC1,50
CCCCC1C(=O)N(c2ccccc2)N(c2ccccc2)C1=O,102
CC(=O)c1c(C)c2cnc(Nc3ccc(N4CCNCC4)cn3)nc2n(C2CCCC2)c1=O,22
Cc1cccc(C)c1NC(=O)C1CCCCN1C (configuration not stated),118
Cn1cc(C(=O)c2nc(-c3cn(C)c4ccc(Cl)cc34)no2)c2ccccc21,88
CC(=O)Nc1ccc(O)cc1,74&88

# 2 entries from above, with each value named.
Cn1cc(-c2nnc(-c3ccccc3)s2)c2cccnc21
  HL-60(TB): 99

[2H]C1([2H])[C@H](C)O[C@H](C)C([2H])([2H])N1c1ccc(NC(=O)c2cccc(-c3ccc(OC(F)(F)F)cc3)c2C)cn1
  HL-60(TB): 56

# Gathered by group: the entries above containing sulfur
canonical_smiles,HL-60(TB)
O=C(c1cccs1)C1C(c2cccs2)CC(O)(c2cccs2)C(C(=O)c2cccs2)C1c1cccs1 (configuration not stated),97
COc1ccc2c(c1)c(-c1nnc(-c3cn(C)c4ncccc34)s1)cn2C,60
Cc1cccc(NC(=O)Nc2ccc3nc(NS(=O)(=O)c4ccc5ccccc5c4)sc3c2)c1,94
Cn1cc(-c2nnc(-c3ccccc3)s2)c2cccnc21,99

# Structures shown so far that have two or more sulfur atoms (2):
canonical_smiles,HL-60(TB)
O=C(c1cccs1)C1C(c2cccs2)CC(O)(c2cccs2)C(C(=O)c2cccs2)C1c1cccs1 (configuration not stated),97
Cc1cccc(NC(=O)Nc2ccc3nc(NS(=O)(=O)c4ccc5ccccc5c4)sc3c2)c1,94

# More results
canonical_smiles,HL-60(TB)
O=C(O)c1ccc2c(c1)nc(Nc1cccc(Cl)c1)c1ccncc12,-29*
O=C(c1ccc2nc(NS(=O)(=O)c3ccc4ccccc4c3)sc2c1)N1CCN(C(c2ccccc2)c2ccccc2)CC1,96
Cn1cc(-c2nc(N)nnc2-c2c[nH]c3ccc(F)cc23)c2cc(F)ccc21,81
CC(=O)Nc1ccccc1,91&100
Cc1ccc(NC(=O)CSc2nc(NC(=O)CN3CCN(c4cc5c(cc4F)c(=O)c(C(=O)O)cn5C4CC4)CC3)cc(=O)[nH]2)cc1,98
Cc1ccc(C2CC(c3ccc(N(C)C)cc3)=NN2c2ccc(S(=O)(=O)NC(=O)NCc3ccccc3)cc2)cc1 (configuration not stated),91
